Compound activity deposited in PubChem BioAssay by Broad Institute.
FN deposit inh: fibronectin deposition inhibition; AH1F fibroblasts, Alexa488-fibronectin deposition fluorescence, overnight; inhibition, % at 12.6 µM; hit rate 0.086% among 350,000; AID 743247;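 active = mean inhibition across replicates of 30% or more, regardless of how many single replicates reach that level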;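 note: positive control wells lacked labelled fibronectin entirely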
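Material: AH1F fibroblast monolayer depositing Alexa488-labelled fibronectin into matrix / Amount: 10000 AH1F cells per well / Signal: fluorescence 485/525 nm / Medium: DMEM, 2% serum / Compound: single dose, pinned / Incubation: 1 h cell adhesion before compound, then overnight fibronectin incubation / Reagent: Alexa488-FN, 24 nM final / Read-out: inhibition of fibronectin deposition signal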
XiGFP reactiv: activators of X-chromosome reactivation in mouse fibroblasts; XiGFP mouse fibroblasts, % GFP-positive cells imaging, 3 d; cells co-treated with 5-aza-dC sensitizer; scaled so ellipticine positive control = 100%; activation, % at 7.58 µM; hit rate 0.055% among 360,000; AID 743238;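 active = mean normalized replicate activation at least 10% and every replicate at or above 10%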;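 note: 0% = median of on-plate neutral control wells and 100% = ellipticine 6 µM median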
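Material: XiGFP fibroblasts, SV40-immortalized. Buffer or medium: DMEM plus 5-aza-dC sensitizer. Compound: single concentration per compound, delivered by pin transfer. Times: 3 days compound exposure. Controls: ellipticine 6 µM.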
esBAF inh: inhibitors of esBAF chromatin remodeling in mouse ES cells | AID 602393 | hit rate 2% among 350,000 | Bmi1-luciferase knock-in reporter, 24 h; 100% = twice the neutral-well signal | reporter increase, % at 12.5 µM; in the data active = activation above about 40%;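 note: 0% = median of the plate's neutral control wells and 100% = double that signal; a rise in the Bmi1 reporter signal indicates esBAF inhibition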
EWS-Fli block: blocks EWS/Fli oncoprotein-driven transcription; hit rate 0.67% among 350,000; inhibition, % at 12.6 µM; A673 NR0B1-luciferase reporter, viability-normalised;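 active = mean inhibition of at least 50% after viability correction, with every replicate also passing that limit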;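 note: firefly luciferase signal divided by Alamar Blue viability fluorescence both relative to DMSO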
RAD52 inh: blocks human RAD52 DNA annealing; inhibition, % at 18.7 µM; AID 651710; recombinant RAD52 DNA annealing, FRET fluorescence; hit rate 0.46% among 360,000;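 active = every replicate showing at least 50% inhibition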
E-selectin induc: E-selectin induction on HUVECs; HUVEC E-selectin immunofluorescence imaging; normalized: neutral wells 0, TNF-alpha wells 100; activation, % at 7.58 µM; hit rate 0.37% among 260,000;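 active = mean E-selectin-positive cell signal at least 10% of the positive control, reached in at least 60% of replicates, without over 20% cell loss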;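 note: in these data hits start at about 27%; measured in HUVEC primary endothelial cells; signal is the percent of cells scored E-selectin positive by PE staining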
Target sequence (P16581 whole entry, looked up): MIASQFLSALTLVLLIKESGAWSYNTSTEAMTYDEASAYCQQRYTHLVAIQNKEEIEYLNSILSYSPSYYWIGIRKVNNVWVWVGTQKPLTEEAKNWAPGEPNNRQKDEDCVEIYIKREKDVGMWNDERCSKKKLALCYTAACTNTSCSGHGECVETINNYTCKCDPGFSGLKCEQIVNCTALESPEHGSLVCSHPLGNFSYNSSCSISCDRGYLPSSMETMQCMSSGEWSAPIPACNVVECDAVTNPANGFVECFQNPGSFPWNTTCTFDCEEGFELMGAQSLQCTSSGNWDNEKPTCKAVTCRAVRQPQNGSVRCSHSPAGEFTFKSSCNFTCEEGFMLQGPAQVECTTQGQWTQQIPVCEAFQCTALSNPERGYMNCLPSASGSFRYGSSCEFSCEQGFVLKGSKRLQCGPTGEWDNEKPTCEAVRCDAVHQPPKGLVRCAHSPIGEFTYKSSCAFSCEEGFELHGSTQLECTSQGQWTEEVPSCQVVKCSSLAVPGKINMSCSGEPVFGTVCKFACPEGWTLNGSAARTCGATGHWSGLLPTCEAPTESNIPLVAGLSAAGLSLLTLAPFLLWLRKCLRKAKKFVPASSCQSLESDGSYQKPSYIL
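System: HUVEC, human umbilical vein endothelial cells; quantity: 3,000 cells/well; buffer or medium: EGM-2 medium, gelatin-coated wells; dosing: single-point compound dose; detection: immunofluorescence imaging; evaluation: % PE-positive cells; benchmarks: TNF-alpha, DMSO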
RAD54 branch: inhibitors of human RAD54 branch migration. Q92698. RAD54 Holliday junction branch migration, FAM/BHQ fluorescence. inhibition, % at 10.4 µM. hit rate 0.14% among 360,000;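 active = mean normalized replicate activity at least 40 and at least half of replicates scoring 40 or more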;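 note: 0% = median of neutral control wells and 100% = median of positive control wells; inhibitors cause a drop in the FAM fluorescence signal; in these data hits start at about 50%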
S100A4 inh HTS: inhibitors of human S100A4 binding to myosin IIA peptide. P26447. S100A4/TAMRA-MyoIIA peptide fluorescence polarization. inhibition, % at 10.7 µM. hit rate 0.14% among 360,000;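 active = mean inhibition of at least 70% across replicates, with every replicate also reaching that level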
Target sequence (P26447 whole entry, looked up): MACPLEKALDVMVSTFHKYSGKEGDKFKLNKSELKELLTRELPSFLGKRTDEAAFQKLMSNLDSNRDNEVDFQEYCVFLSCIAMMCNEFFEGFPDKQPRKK
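Test system: S100A4 monomer protein; Medium: HEPES pH 7.2 with CaCl2, KCl, NaCl, DTT, Triton; Probe or stimulus: TAMRA-labelled myosin IIA heavy-chain peptide probe, 5 nM; Doses: one dose per compound; Times: polarization read 5 min after assay mix addition, stable 5–60 min; Benchmarks: neutral control DMSO, positive control TFP.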
Starred values were filed as active, the others as inactive.

For CC(C)C#Cc1ccc2c(c1)O[C@@H](CN(C)C(=O)C1CCC1)[C@H](C)CN([C@H](C)CO)S2(=O)=O the results were FN deposit inh -4, XiGFP reactiv -1.2, EWS-Fli block 21 and E-selectin induc 0.2.
`COc1ccc(Nc2nc3cc(-c4sccc4C)sc3c(=O)n2C)cc1OC` gave FN deposit inh -2, XiGFP reactiv 0.4, esBAF inh 7, EWS-Fli block -2, RAD52 inh 16, E-selectin induc 1.7, RAD54 branch 11 and S100A4 inh HTS 0.
`Cc1cccc(N(Cc2ccccc2)C(=O)c2ccc(C)c(S(=O)(=O)N3CCOCC3)c2)c1` gave FN deposit inh 5, XiGFP reactiv 0.3, esBAF inh -2, EWS-Fli block -1, RAD52 inh 1, RAD54 branch -3 and S100A4 inh HTS -1.
CC=Cc1ccc2n(c1=O)C[C@H]1[C@H](CO)[C@@H](C(=O)NCCOC)[C@@H]2N1Cc1ccccc1OC (mixture of isomers) was read as XiGFP reactiv 0.1, EWS-Fli block -4, RAD52 inh -5, E-selectin induc 0.0 and S100A4 inh HTS 0.
Screening COc1cc(/C=C/CN2CCC(CO)(CC3CCCCO3)CC2)ccc1O (configuration not stated) returned FN deposit inh -24, XiGFP reactiv 0.0, EWS-Fli block 6, RAD52 inh -1, E-selectin induc -2.0 and S100A4 inh HTS 3.
Screening CO[C@H]1CN(C)C(=O)c2ccc(NC(=O)C3CCC3)cc2OC[C@H](C)NC[C@@H]1C returned FN deposit inh 4, XiGFP reactiv 0.1, RAD52 inh -1, E-selectin induc 0.0 and S100A4 inh HTS 5.
`CC[n+]1c(C)n(-c2ccccc2)c2ccc(C(=O)OC)cc21` gave FN deposit inh 3, XiGFP reactiv 0.0, EWS-Fli block -16, RAD52 inh -6, E-selectin induc -0.1 and S100A4 inh HTS -2.
Screening Cc1cc(NC(=O)COC(=O)[C@H](C)NC(=O)c2ccccc2)no1 returned esBAF inh -2, RAD52 inh 13, RAD54 branch 6 and S100A4 inh HTS 1.
For C[C@H]1CN([C@@H](C)CO)C(=O)c2cccc(NS(=O)(=O)c3cn(C)cn3)c2O[C@H]1CN(C)S(=O)(=O)c1cccs1 the results were FN deposit inh -11, XiGFP reactiv -0.9, esBAF inh 0, EWS-Fli block -10, RAD52 inh 4, E-selectin induc -0.1, RAD54 branch 5 and S100A4 inh HTS -2.
Cc1ccc(S(=O)(=O)NCC[C@@H]2CC[C@@H](NC(=O)c3cccnc3)[C@H](CO)O2)cc1 was read as FN deposit inh 7, XiGFP reactiv 0.2, esBAF inh 8, EWS-Fli block -8, RAD52 inh -6, E-selectin induc -0.1, RAD54 branch -1 and S100A4 inh HTS 0.
`COc1ccc(CCNC(=O)CCNS(=O)(=O)c2cccc(Cl)c2)cc1OC` gave FN deposit inh 5, XiGFP reactiv -0.1, esBAF inh 0, EWS-Fli block 2, RAD52 inh 9, E-selectin induc 0.3 and S100A4 inh HTS -2.
Screening Cc1cc(-c2ccn[nH]2)c(C)s1 returned FN deposit inh -4, XiGFP reactiv 0.0, esBAF inh -5, EWS-Fli block -6, RAD52 inh 6, RAD54 branch 9 and S100A4 inh HTS 9.
For CC1=C(C(=O)N(C)C)CC(CC(=O)NC2CC2)C(=O)N1Cc1ccccc1 (configuration not stated) the results were FN deposit inh -13, XiGFP reactiv 0.2, esBAF inh -7, EWS-Fli block -5, RAD52 inh -20, E-selectin induc -0.4, RAD54 branch 5 and S100A4 inh HTS 1.
`C[C@H]1CN([C@@H](C)CO)C(=O)Cc2cc(NC(=O)Nc3ccc(C(F)(F)F)cc3)ccc2O[C@@H]1CN(C)C(=O)Nc1ccc2c(c1)OCO2` gave XiGFP reactiv 0.0, EWS-Fli block -7, RAD52 inh -4, E-selectin induc 3.1 and S100A4 inh HTS -33.
CC(=O)N1N=C(c2cccc(NS(C)(=O)=O)c2)CC1c1cccs1 (configuration not stated) was read as FN deposit inh 1, XiGFP reactiv 0.1, esBAF inh 9, EWS-Fli block 3, RAD52 inh -3, RAD54 branch -4 and S100A4 inh HTS 21.
For Nc1n[nH]c(N)c1N=Nc1cccc(F)c1 the results were FN deposit inh -1, XiGFP reactiv 0.1, esBAF inh 30 and RAD54 branch -10.
`O=C(NN(c1ccccc1)c1ccccc1)c1ccc([N+](=O)[O-])o1` gave FN deposit inh 4, XiGFP reactiv 0.4, esBAF inh -6, EWS-Fli block 2, RAD52 inh 4, RAD54 branch -4 and S100A4 inh HTS 3.
CC(C)NC(=O)N(C)C[C@H]1Oc2ccc(NC(=O)Nc3ccc(F)cc3)cc2CC(=O)N([C@H](C)CO)C[C@H]1C was read as XiGFP reactiv 0.1, esBAF inh -5, EWS-Fli block -6, RAD52 inh 6, E-selectin induc 0.0, RAD54 branch -3 and S100A4 inh HTS -3.
C[C@@H]1CN([C@H](C)CO)C(=O)c2cc(/C=C/c3ccccc3)cnc2O[C@@H]1CN(C)C(=O)c1ccccc1 was read as FN deposit inh -5, XiGFP reactiv -0.2, esBAF inh 2, EWS-Fli block -13, RAD52 inh 16, E-selectin induc 0.1, RAD54 branch 4 and S100A4 inh HTS 3.
`COc1ccc(NC(=O)N(C)C[C@@H]2Oc3c(NC(=O)c4nc5ccccc5s4)cccc3C(=O)N([C@@H](C)CO)C[C@H]2C)cc1` gave FN deposit inh 17, XiGFP reactiv -0.4, esBAF inh 2, EWS-Fli block -4, RAD52 inh -8, E-selectin induc 0.0, RAD54 branch 1 and S100A4 inh HTS 58.

Reprinted at random: 2 compounds from above.
CC(C)NC(=O)N(C)C[C@H]1Oc2ccc(NC(=O)Nc3ccc(F)cc3)cc2CC(=O)N([C@H](C)CO)C[C@H]1C was read as XiGFP reactiv 0.1, esBAF inh -5, EWS-Fli block -6, RAD52 inh 6, E-selectin induc 0.0, RAD54 branch -3 and S100A4 inh HTS -3.
`O=C(NN(c1ccccc1)c1ccccc1)c1ccc([N+](=O)[O-])o1` gave FN deposit inh 4, XiGFP reactiv 0.4, esBAF inh -6, EWS-Fli block 2, RAD52 inh 4, RAD54 branch -4 and S100A4 inh HTS 3.

The listing picks up with the 2 entries that preceded the break.
C[C@@H]1CN([C@H](C)CO)C(=O)c2cc(/C=C/c3ccccc3)cnc2O[C@@H]1CN(C)C(=O)c1ccccc1 was read as FN deposit inh -5, XiGFP reactiv -0.2, esBAF inh 2, EWS-Fli block -13, RAD52 inh 16, E-selectin induc 0.1, RAD54 branch 4 and S100A4 inh HTS 3.
`COc1ccc(NC(=O)N(C)C[C@@H]2Oc3c(NC(=O)c4nc5ccccc5s4)cccc3C(=O)N([C@@H](C)CO)C[C@H]2C)cc1` gave FN deposit inh 17, XiGFP reactiv -0.4, esBAF inh 2, EWS-Fli block -4, RAD52 inh -8, E-selectin induc 0.0, RAD54 branch 1 and S100A4 inh HTS 58.
Cc1ccc(OCCSc2nc3ccccc3n2CC(=O)O)cc1C was read as FN deposit inh 2, XiGFP reactiv 0.0, esBAF inh -3, EWS-Fli block -4, RAD52 inh -24, RAD54 branch -1 and S100A4 inh HTS -4.
`CCN(c1ccccc1)S(=O)(=O)c1ccc(Cl)c(NC(=O)CN2CCCCCC2)c1` gave FN deposit inh -6, XiGFP reactiv 0.0, esBAF inh 6, EWS-Fli block 18, RAD52 inh -5, E-selectin induc -3.4 and S100A4 inh HTS 2.
Screening O=C(c1cccs1)N1CCN(c2ccccc2)CC1 returned FN deposit inh 22, XiGFP reactiv 0.0, esBAF inh 8, EWS-Fli block -20, RAD52 inh -1, E-selectin induc 3.6, RAD54 branch -6 and S100A4 inh HTS -1.
Screening CCC(c1nnc(SCC(=O)Nc2c(F)cccc2F)n1Cc1ccccc1)N(C)C (configuration not stated) returned FN deposit inh -3, XiGFP reactiv 0.0, esBAF inh 4, EWS-Fli block 4, RAD52 inh -9, E-selectin induc 0.5, RAD54 branch 7 and S100A4 inh HTS -2.
S=c1[nH]nc(-c2ccco2)n1/N=C/c1ccccc1 was read as FN deposit inh 10, XiGFP reactiv 0.1, EWS-Fli block 17, RAD52 inh 5, E-selectin induc 0.2 and S100A4 inh HTS -2.
For COC(=O)c1c(C)c[nH]c1C the results were esBAF inh 0, EWS-Fli block -3, RAD52 inh -9, RAD54 branch -11 and S100A4 inh HTS -3.
For COc1ccc(CCNC(=O)CSc2nnc(C(C)N(C)C)n2Cc2ccccc2)cc1OC (configuration not stated) the results were XiGFP reactiv 0.4, esBAF inh 3, EWS-Fli block 6, RAD52 inh -22, RAD54 branch 0 and S100A4 inh HTS -2.
Screening Cc1noc(C)c1NC(=O)Nc1ccc2c(c1)C(=O)N([C@@H](C)CO)C[C@@H](C)[C@H](CN(C)C(=O)NC(C)C)OCCCC[C@@H](C)O2 returned FN deposit inh -7, XiGFP reactiv 0.0, esBAF inh -2, EWS-Fli block -9, RAD52 inh -2, RAD54 branch -1 and S100A4 inh HTS -2.
`OCc1ccccc1OCCCN1CCC(Cc2ccccc2)CC1` gave FN deposit inh -12, XiGFP reactiv 0.0, esBAF inh 0, EWS-Fli block 8, RAD52 inh 16, RAD54 branch 11 and S100A4 inh HTS 2.
Cc1ccc(N/N=C/c2cccnc2)cc1 was read as FN deposit inh 6, XiGFP reactiv 1.1, E-selectin induc -1.0 and RAD54 branch -1.
COCC(=O)N1CC[C@@H]2[C@H](CO)Nc3ccc(-c4ccc(C(=O)N(C)C)cc4)cc3[C@@H]21 was read as FN deposit inh 2, XiGFP reactiv 0.0, esBAF inh 3, EWS-Fli block -10, RAD52 inh -34, E-selectin induc -0.1, RAD54 branch -18 and S100A4 inh HTS 0.
For O=S(=O)(c1cccs1)N1CCCCN2[C@H](CO)[C@H](c3ccc(C4=CCCC4)cc3)[C@H]2C1 the results were XiGFP reactiv 0.2, esBAF inh -10, EWS-Fli block 8, RAD52 inh 41, E-selectin induc -0.6, RAD54 branch 8 and S100A4 inh HTS -5.
Screening CCOC(=O)C1(Cc2ccccc2C)CCCN(C(=O)CCn2nccc2C)C1 (configuration not stated) returned FN deposit inh 1, XiGFP reactiv 0.0, esBAF inh 4, EWS-Fli block 7, RAD52 inh -2 and S100A4 inh HTS 9.
Screening CC(C)CC#Cc1cnc2c(c1)C(=O)N([C@H](C)CO)C[C@@H](C)[C@H](CN(C)C(=O)Cc1ccncc1)O2 returned XiGFP reactiv -0.7, esBAF inh 3, EWS-Fli block -10, RAD52 inh -4, E-selectin induc 0.2, RAD54 branch -12 and S100A4 inh HTS -8.
`CC(C)CN(C(=O)C1CCCC1)C1CCS(=O)(=O)C1` (configuration not stated) gave FN deposit inh 3, XiGFP reactiv 0.1, EWS-Fli block -1, RAD52 inh -12, E-selectin induc 0.0 and S100A4 inh HTS -1.
